MITF inh = MITF inhibitors, primary screen, biochemical, AlphaScreen, human; AlphaScreen MITF homodimerization, bead proximity signal; inhibition, % at 2.6 µM; AID 1259374, 2018; hit rate 0.91% among 650,000; in the data active means inhibition above about 50%;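 further: 0% = vehicle wells with protein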
Target sequence (O75030 whole entry, looked up): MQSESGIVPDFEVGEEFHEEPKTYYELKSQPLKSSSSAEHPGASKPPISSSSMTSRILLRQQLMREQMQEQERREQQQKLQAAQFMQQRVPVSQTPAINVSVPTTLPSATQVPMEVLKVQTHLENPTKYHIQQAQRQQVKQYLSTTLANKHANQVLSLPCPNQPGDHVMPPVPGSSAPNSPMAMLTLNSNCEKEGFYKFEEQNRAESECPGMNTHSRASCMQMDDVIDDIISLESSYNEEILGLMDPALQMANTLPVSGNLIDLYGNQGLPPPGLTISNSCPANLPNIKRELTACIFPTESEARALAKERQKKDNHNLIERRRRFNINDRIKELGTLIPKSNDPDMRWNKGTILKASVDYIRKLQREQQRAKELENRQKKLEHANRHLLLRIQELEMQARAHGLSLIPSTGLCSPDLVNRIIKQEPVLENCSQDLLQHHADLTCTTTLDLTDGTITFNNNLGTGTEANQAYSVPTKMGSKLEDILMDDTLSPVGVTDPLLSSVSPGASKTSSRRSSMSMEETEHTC
GPR151 activ = activators of human GPR151, primary screen, cell-based, PathHunter beta-arrestin, luminescence | activation, % at 11.2 µM | PathHunter beta-arrestin GPR151 cells | hit rate 1% among 650,000; in the data active means activation above about 4.9%;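 further: 0% = median of compound wells and 100% = cells with positive control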
Target sequence (Q8TDV0 whole entry, looked up): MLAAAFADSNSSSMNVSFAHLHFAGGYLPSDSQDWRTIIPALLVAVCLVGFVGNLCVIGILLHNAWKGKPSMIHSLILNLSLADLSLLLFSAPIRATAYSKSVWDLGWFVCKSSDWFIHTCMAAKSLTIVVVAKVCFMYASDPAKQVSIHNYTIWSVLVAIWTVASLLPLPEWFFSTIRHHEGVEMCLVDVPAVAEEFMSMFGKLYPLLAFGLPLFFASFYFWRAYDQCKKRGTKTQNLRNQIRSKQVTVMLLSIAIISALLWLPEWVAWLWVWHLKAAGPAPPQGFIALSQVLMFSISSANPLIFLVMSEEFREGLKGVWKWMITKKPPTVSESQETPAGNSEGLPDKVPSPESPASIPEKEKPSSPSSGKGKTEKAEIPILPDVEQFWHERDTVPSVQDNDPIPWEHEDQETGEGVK
FBW7 activator = FBW7 E3 ligase activators, primary screen, biochemical, AlphaScreen, human. hit rate 0.13% among 650,000. F-box/WD repeat-containing protein 7 (Homo sapiens), Q969H0. normalized activity (activation), % at 26.1 µM. AlphaScreen FBW7–phospho-cyclin E peptide binding, activator screen; in the data active means normalized activity above about 1.9%;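 further: purified mutant Fbw7 with reduced substrate affinity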
TEAD-YAP inh = TEAD-YAP interaction inhibition, primary screen, TEAD-YAP interaction inhibitor project, luminescence, HEK-TIYL cells | TEAD-Gal4/YAP UAS-luciferase luminescence | hit rate 1.4% among 640,000 | inhibition, % at 9.12 µM; in the data active means inhibition above about 32%;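 further: 0% = median of test compound wells and 100% = reference inhibitor wells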
* = called active by the depositor; & = joins results of further samples.

1) COc1nc(NCCO)nc(Nc2ccc([N+](=O)[O-])cc2)n1
2) O=C(CNC(=O)c1cccc(OC(F)F)c1)OCC(=O)c1ccc(Cl)cc1
3) COc1ccccc1C(=O)Nc1cccc(N2CCC(NCCc3cnccn3)CC2)c1
4) Cc1ccc(NC(=O)N[C@H]2C[C@H]3C(=O)N[C@@H](C)C(=O)N3C2)cc1C
5) O=C(NC(CO)C(O)c1ccc([N+](=O)[O-])cc1)c1ccc2ccccc2n1 (stereo not given)
6) O=C(Cc1ccc(Br)cc1)OCC(=O)c1ccc(F)cc1
7) CC(C)NC(=O)CCCOc1cc(=O)n(C)c2ccccc12
8) O=C(Nc1cc2c3c(c1)CCC(=O)N3CCC2)c1cccc(Br)c1
compound no.	1	2	3	4	5	6	7	8
MITF inh	10.2	12.9	7.6	-11.2	3.9	-13.8	-11.6	17.3
GPR151 activ	0.4	-0.2	-0.1	1.0	0.9	0.6	0.5	-2.2
FBW7 activator	0.1	0.3	0.0	-0.1	0.2	0.1	-0.3	0.1
TEAD-YAP inh	9.6	10.5	20.4	-0.5	5.3	-4.4	4.5	12.5

9) c1ccc(OCCNc2nc(NCc3cccnc3)nc3c2ncn3C2CCCCC2)cc1
10) C=CCn1c(Oc2ccccc2Cl)nc2c1c(=O)n(C)c(=O)n2C
11) COCCNC(=O)c1sc2ncnc(NCc3cc4ccccc4s3)c2c1C
12) Cc1ccc(Cn2nnnc2CN2CCC(O)(c3cccnc3)CC2)cc1
13) COc1cc(C(c2c(C)n(C)n(-c3ccccc3)c2=O)c2c(C)n(C)n(-c3ccccc3)c2=O)cc(Br)c1O
14) CSc1ccccc1N1C(=O)c2ccc(Oc3ccc(NC(=O)CSc4ccc(C)cc4)cc3)cc2C1=O
15) Nc1nn(S(=O)(=O)c2ccc(Cl)cc2)cc1-c1ccc(F)cc1
16) CC12C(=O)N(c3ccc(Oc4ccc(Cl)cc4)cc3)C(=O)C1C1C=CC2C1 (stereo not given)
compound no.	9	10	11	12	13	14	15	16
MITF inh	5.0	4.9	-10.8	-7.1	0.1	7.9	-2.6	4.1
GPR151 activ	-0.2	1.2	0.4	3.1	-0.7	-0.5	0.9	-0.2
FBW7 activator	0.3	-0.1	-0.1	0.4	0.0	-0.1	0.1	0.6
TEAD-YAP inh	3.2	19.6	-12.6	5.7	1.7	-2.7	-4.8	-8.0

17) COc1ccc(CC2=NOC(CNC(=O)Cc3ccc(F)c(F)c3)C2)cc1 (stereo not given)
18) Clc1ccc(CNc2nc(SCc3ccc(Cl)cc3)nc3ccccc23)cc1
19) O=C(Nc1cccc(C(F)(F)F)c1)c1cc2c(ccc3ccccc32)o1
20) Nc1cc(=O)nc(SCc2ccccc2)n1Cc1ccco1
21) Cc1cc(OCC(=O)Nc2ncn[nH]2)ccc1Br
22) Cc1nc(NC(=O)c2cccs2)sc1C(=O)Nc1ccc(Cl)cc1
23) COc1ccc(-c2ccc(NS(=O)(=O)c3cccc(Cl)c3)cc2)nn1
24) CC(C)(C)N(Cc1ccccc1)C(=O)CSc1nnc(-c2cccs2)o1
compound no.	17	18	19	20	21	22	23	24
MITF inh	14.2	14.0	14.3	10.1	-5.5	3.7	1.0	-2.0
GPR151 activ	-0.7	2.0	-1.8	-1.4	-0.5	-0.4	0.3	-1.4
FBW7 activator	0.1	0.2	1.0	0.1	0.3	-0.1	0.2	0.5
TEAD-YAP inh	-4.6	8.5	-6.5	-20.8	-11.0	-0.6	-0.7	7.8

Brought forward from above: 3 entries, then new ones.
22) Cc1nc(NC(=O)c2cccs2)sc1C(=O)Nc1ccc(Cl)cc1
23) COc1ccc(-c2ccc(NS(=O)(=O)c3cccc(Cl)c3)cc2)nn1
24) CC(C)(C)N(Cc1ccccc1)C(=O)CSc1nnc(-c2cccs2)o1
25) Cc1cc(C)c(NC(=O)CC(NCc2ccco2)C(=O)O)c(C)c1 (stereo not given)
26) CC(=O)Nc1ccccc1NC(=O)COc1cccc(C)c1
27) C=CCNC(=O)c1c(NC(=O)COc2ccccc2)sc2c1CCCC2
28) Nc1ccc(C(=O)NCC2CCCO2)cc1 (stereo not given)
29) COc1cc(SC)ccc1C(=O)Nc1cccc(CCc2ccccn2)c1
30) CCOC(=O)C1CCN(C(=O)c2cc(Cl)ccc2Cl)CC1
31) Cc1ccc(S(=O)(=O)N2Cc3ccccc3CC2C(=O)N2CCOCC2)cc1 (stereo not given)
32) O=C(c1ccccc1)c1ccc2nc(-c3cccc(F)c3)c(-c3cccc(F)c3)nc2c1
compound no.	22	23	24	25	26	27	28	29	30	31	32
MITF inh	3.7	1.0	-2.0	24.1	1.0	6.9	5.2	-4.7	10.4	5.5	-3.0
GPR151 activ	-0.4	0.3	-1.4	-0.2	-0.4	0.6	0.3	-0.5	1.0	1.3	-0.6
FBW7 activator	-0.1	0.2	0.5	0.1	-0.1	0.0	0.0	0.0	0.2	-0.1	0.0
TEAD-YAP inh	-0.6	-0.7	7.8	-5.5	-10.7	-0.3	-2.2	-21.7	6.0	10.2	1.5

33) O=C(CCCOc1ccc(Cl)cc1Cl)N/N=C/c1ccco1
34) c1nc(NCCN2CCOCC2)c2[nH]c(N3CCN(Cc4ccc5c(c4)OCO5)CC3)nc2n1
35) CCOC(=O)c1[nH]c(C)c(C(=O)Nc2ccc(Cl)cc2)c1C
36) Cc1ncc2c(c1CNS(=O)(=O)c1ccccc1)CCN(C(=O)c1ccsc1)C2
37) O=C(Nc1cccc2ccccc12)c1nc2c(nnn2Cc2ccc(F)cc2)c(=O)[nH]1
38) Cc1sc2ncnc(SC(C)C(=O)O)c2c1C (stereo not given)
39) CC(=O)C1=C(Nc2ccc(C)cc2)CC(C)(O)C(C(C)=O)C1c1ccc([N+](=O)[O-])cc1 (stereo not given)
40) Nc1nc(N2CCCCC2)ncc1F
compound no.	33	34	35	36	37	38	39	40
MITF inh	-28.2	0.0	9.9	12.6	-10.4	-0.3	-1.1	12.5
GPR151 activ	0.6	-1.8	0.6	2.2	1.5	-0.2	-1.1	-1.3
FBW7 activator	0.0	0.6	0.0	0.3	-0.3	-0.1	0.0	0.9
TEAD-YAP inh	5.5	5.4	-5.0	-3.4	-2.9	1.0	-8.0	-6.3

41) COCCNC(=O)CSCc1nc(-c2ccc(Cl)cc2)oc1C
42) OC(c1cccnc1)c1ccc2c(c1)CN(Cc1ccco1)CCO2 (stereo not given)
43) CCCCc1nnc(-c2cc3ccccc3n2Cc2cccnc2)o1
44) CCOC(=O)N1CCC(NC(=O)c2cn(-c3ccc(OC)cc3)c(=O)c3ccccc23)CC1
45) Cc1nc2ccc(C(F)(F)F)cc2n1CCc1ccccc1
46) Cc1cc(NCCCN2CCCC2=O)nc(Nc2ccccc2)n1
47) Cc1cc(C(F)(F)F)n2nc(C(N)=O)cc2n1
48) Cc1ccc(C2/C(=C(\O)c3ccccc3)C(=O)C(=O)N2CCCN2CCOCC2)cc1 (stereo not given)
compound no.	41	42	43	44	45	46	47	48
MITF inh	-0.1	1.0	8.8	-0.1	-3.5	15.3	8.3	-3.5
GPR151 activ	-0.8	-0.6	0.6	1.2	1.6	-1.5	-0.1	1.2
FBW7 activator	-0.2	0.0	-0.1	0.0	-0.1	0.1	0.2	0.0
TEAD-YAP inh	-9.1	4.1	-22.9	1.3	-8.4	-16.2	8.9	-3.4

Overlap with the part before: two compounds, then new ones.
47) Cc1cc(C(F)(F)F)n2nc(C(N)=O)cc2n1
48) Cc1ccc(C2/C(=C(\O)c3ccccc3)C(=O)C(=O)N2CCCN2CCOCC2)cc1 (stereo not given)
49) O=C(COc1ccc(F)cc1)Nc1cc(Cl)ccc1C(=O)O
50) Brc1ccc(CN2CCCC(c3nc4ccc(-c5ccncc5)cc4[nH]3)C2)cc1 (stereo not given)
51) CC1(C)CC(=O)CC(=Nc2ccccc2N)C1
52) CC1CC(C)CN(C(=O)CCC(=O)O)C1 (stereo not given)
53) Cc1[nH]n(-c2ccc(Cl)cc2)c(=O)c1/C=N/c1nn[nH]n1
54) CC(C(=O)Nc1ccc(Br)cc1)N1CCN(c2ccc(O)cc2)CC1 (stereo not given)
55) C=C(C)c1cccc(C(C)(C)NC(=O)NC(C)(C)C)c1
56) CCOC(=O)CC(=O)CSc1nc2c(sc(=S)n2-c2cccc(OC)c2)c(=O)n1-c1ccccc1OC
compound no.	47	48	49	50	51	52	53	54	55	56
MITF inh	8.3	-3.5	-12.7	-1.1	-9.4	6.3	3.3	2.0	-6.7	26.1
GPR151 activ	-0.1	1.2	-1.1	-0.6	-1.8	-0.6	-1.3	-0.1	0.3	0.0
FBW7 activator	0.2	0.0	0.0	-0.1	0.0	0.1	-0.6	-0.1	-0.2	-0.3
TEAD-YAP inh	8.9	-3.4	5.1	5.2	-32.0	9.4	8.7	6.9	-2.4	-10.7

57) Cc1ccn(CC(=O)NCC2CCC3(CCN(C(=O)Cc4ccccc4)CC3)O2)n1 (stereo not given)
58) CCc1ccnc(NC(=O)CC2(CC(=O)O)CCCCC2)c1
59) Cc1cccc(C(=O)Nc2ccc(C(=O)Nc3cccc(C)c3C)cc2)c1
60) COc1ccccc1CNCc1c(C(=O)O)c(C)n(Cc2ccc(F)cc2Cl)c1C
61) CCCCCCC(=O)OC(CN1CCCCCC1)CN1CCCC1=O (stereo not given)
62) CC1(C)C(=O)C2(C(=O)Nc3ccc(NC(=O)C45CCC(C4)C(C)(C)C5=O)cc3)CCC1C2
63) O=C(Nc1ccc(F)cc1F)c1coc(=O)c2ccccc12
64) CC1(C)CC(=O)C2=C(C1)OC(N)=C(C#N)C21C(=O)N(CN2CCOCC2)c2ccccc21 (stereo not given)
compound no.	57	58	59	60	61	62	63	64
MITF inh	8.4	0.8	5.0	28.2	16.7	16.7	14.6	1.8
GPR151 activ	-0.4	1.0	-0.9	0.6	-2.4	0.0	1.4	0.8
FBW7 activator	0.4	-0.3	-0.1	0.0	0.2	0.0	0.0	0.0
TEAD-YAP inh	-22.6	-5.2	13.6	-1.4	2.0	15.8	9.1	-1.1

Looked up by structure from the list above:
62) CC1(C)C(=O)C2(C(=O)Nc3ccc(NC(=O)C45CCC(C4)C(C)(C)C5=O)cc3)CCC1C2
63) O=C(Nc1ccc(F)cc1F)c1coc(=O)c2ccccc12
compound no.	62	63
MITF inh	16.7	14.6
GPR151 activ	0.0	1.4
FBW7 activator	0.0	0.0
TEAD-YAP inh	15.8	9.1

The listing continues.
65) Cc1cccc(N2CC3=C(C2=O)C(c2ccccc2)NC(=O)N3C)c1 (stereo not given)
66) NC(=O)C1CC(=O)N(Cc2ccc3c(c2)OCO3)C(=Nc2ccccc2)S1 (stereo not given)
67) COC(=O)c1c(C)oc2ccc(N(C(=O)c3ccccc3Cl)S(=O)(=O)c3ccc4ccccc4c3)cc12
68) N/C(=N\OC(=O)CCCN1C(=O)c2ccccc2C1=O)c1ccc(Cl)cc1
69) CCC[C@@H]1NC(=O)[C@@H]2C[C@H](NC(=O)Nc3ccc(Cl)cc3Cl)CN2C1=O
70) CCN(Cc1ccccc1)C(c1ccncc1)c1nnnn1C(C)(C)C (stereo not given)
71) CC(C)CC(NC(=O)OCc1ccccc1)C(=O)N1CCOCCOCCOCC1 (stereo not given)
compound no.	65	66	67	68	69	70	71
MITF inh	14.5	6.2&10.4	11.2	-14.2	-8.6	5.8	2.2
GPR151 activ	-0.1	-0.5&-1.0	1.3	1.7	-1.5	-0.9	0.5
FBW7 activator	0.6	0.2&0.9	0.1	0.1	0.0	1.3	0.0
TEAD-YAP inh	-10.8	8.7&24.8	-1.3	0.0	-2.2	14.4	-8.2

An excerpt of these results, as labelled records.
25: Cc1cc(C)c(NC(=O)CC(NCc2ccco2)C(=O)O)c(C)c1 (stereo not given)
- MITF inh: 24.1
- GPR151 activ: -0.2
- FBW7 activator: 0.1
- TEAD-YAP inh: -5.5

17: COc1ccc(CC2=NOC(CNC(=O)Cc3ccc(F)c(F)c3)C2)cc1 (stereo not given)
- MITF inh: 14.2
- GPR151 activ: -0.7
- FBW7 activator: 0.1
- TEAD-YAP inh: -4.6

24: CC(C)(C)N(Cc1ccccc1)C(=O)CSc1nnc(-c2cccs2)o1
- MITF inh: -2.0
- GPR151 activ: -1.4
- FBW7 activator: 0.5
- TEAD-YAP inh: 7.8
